# Assay outcomes deposited in PubChem by National Center for Advancing Translational Sciences (NCATS).
# TDP1 inh: qHTS Assay for Inhibitors of Tyrosyl-DNA Phosphodiesterase (TDP1); Tyrosyl-DNA phosphodiesterase 1 (Homo sapiens), Q9NUW8; recombinant TDP1, AlphaScreen DNA substrate cleavage; Potency, µM (titrated, usually from 130 µM), inactives show at the highest dose activity change, negative = inhibition, most hits filed as inhibitors; 350,000 tested, 0.28% active; AID 485290, 2010; note: nearly all actives have a fitted effect of over 40% in size
# Target sequence (Q9NUW8 whole entry, looked up): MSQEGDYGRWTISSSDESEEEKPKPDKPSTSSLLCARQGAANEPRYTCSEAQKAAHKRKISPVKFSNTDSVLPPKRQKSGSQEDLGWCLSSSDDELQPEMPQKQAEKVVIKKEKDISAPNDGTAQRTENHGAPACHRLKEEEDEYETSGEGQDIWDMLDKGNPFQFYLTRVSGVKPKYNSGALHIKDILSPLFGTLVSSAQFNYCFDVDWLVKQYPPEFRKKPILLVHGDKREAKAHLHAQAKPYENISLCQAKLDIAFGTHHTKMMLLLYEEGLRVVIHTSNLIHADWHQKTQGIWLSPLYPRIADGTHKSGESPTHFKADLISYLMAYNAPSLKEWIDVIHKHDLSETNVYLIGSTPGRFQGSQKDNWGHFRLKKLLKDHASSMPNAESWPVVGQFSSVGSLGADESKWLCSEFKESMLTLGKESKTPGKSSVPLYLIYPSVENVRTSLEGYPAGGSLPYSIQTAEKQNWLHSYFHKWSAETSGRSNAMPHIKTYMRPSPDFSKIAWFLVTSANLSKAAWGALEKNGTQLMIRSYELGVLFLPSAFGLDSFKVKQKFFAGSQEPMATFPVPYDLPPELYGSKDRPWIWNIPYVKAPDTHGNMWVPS
#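 Compounds were preincubated with Tdp1 (1 nM final) for 15 min at room temperature before substrate (15 nM final) started a 5 min reaction; beads (10 ug/ml final) were then added for 10 min before AlphaScreen detection.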
# TDP1 cell CPT: qHTS for Inhibitors of human tyrosyl-DNA phosphodiesterase 1 (TDP1): qHTS in cells in presence of CPT; chicken DT40 Tdp1-/-;hTDP1 cells + 20 nM CPT, ATP luminescence, 48 h; Potency, µM (highest dose often 46.2 µM), for the others: at the top dose activity change, negative = growth inhibition, most hits filed as inhibitors; 420,000 tested, 12% active; AID 686979, 2013; note: nearly all actives have a fitted effect of over 55% in size
#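 Chicken DT40 Tdp1-/- cells complemented with human TDP1, 400 cells/well, exposed to compounds plus 20 nM camptothecin for at least 48 h at 37 C; viability read as ATP content by CellTiter-Glo luminescence.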
# DT40 TDP1 no CPT: qHTS for Inhibitors of human tyrosyl-DNA phosphodiesterase 1 (TDP1): qHTS in cells in absence of CPT | 420,000 tested, 15% active | Potency, µM (doses to about 46.2 µM), inactives show at the highest dose activity change, negative = growth inhibition, hits mostly inhibitors | AID 686978, 2013 | DT40 Tdp1-/- hTDP1 cells, no CPT, ATP luminescence, 48 h; note: nearly all actives have a fitted effect of over 55% in size
#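 Seeded 400 DT40-hTDP1 cells/well (vehicle DMSO, no 20 nM CPT); pinned compounds; ≥48 hr at 37 °C; CellTiter-Glo luminescence as viability measure.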
# Starred values were filed as active, the others as inactive; ? = inconclusive; nt = not tested or not shown; & = joins results of further samples; [ ] = dose if it differs, or a comment. Calls come from the whole dose curve; as a rule, active = well fitted curve in the direction sought with a large enough effect; inconclusive = small, poorly fitted or top-dose-only effect, or another doubt; inactive = no such curve, though single readings can be large; an effect the other way counts as inactive or inconclusive. % is set by controls: 0 for no effect and ±100 for the full control effect; potency is the fitted concentration of half-maximal effect.
Molecule	TDP1 inh	TDP1 cell CPT	DT40 TDP1 no CPT
O=C(CN1C(=O)CC(c2ccccc2)S(=O)(=O)c2ccccc21)NC1CCCC1 (centres undefined)	3%	-13%	?
CCCCOc1ccccc1-c1ccccc1CN1[C@@H](C(C)C)COCCS1(=O)=O	-10%[56.1 µM]	16µM*	18µM*
CC(C)CCn1c(Cl)nc2c1c(=O)n(C)c(=O)n2C	2%	-11%	-18%
Cc1ccc(C(=O)Nc2ccc(C(=O)O)cc2)cc1S(=O)(=O)Nc1cccc([N+](=O)[O-])c1	-2%	-6%	0%
COc1cc(CC(=O)OCC(=O)c2c[nH]c3ccccc23)cc(OC)c1OC	1%	?	?
CCOc1ccccc1NC(=O)NC1(C(=O)N2CCOCC2)CCCCC1	6%	0%	-8%
CCN(CC)c1ccc(NC(=O)c2cncc(Br)c2)cc1	7%	?	?
O=C(CSc1nc(-c2ccc(Cl)cc2)[nH]c(=O)n1)Nc1cccc(Cl)c1	nt	-19%	-8%
CCOc1cc(/C=C2\NC(=O)NC2=O)cc([N+](=O)[O-])c1O	-4%	1%	10%
Cc1ccc(-c2nc(CS(=O)CC(=O)NCCC(C)C)c(C)o2)cc1 (centres undefined)	3%	?	-27%
CC(C(=O)N1CCOCC1)c1ccc([N+](=O)[O-])cc1 (centres undefined)	-3%	-1%	-17%
O=C(NCn1ccc(=O)[nH]c1=S)c1ccccc1	0%	0%	9%
CCOC(=O)c1csc(NC(=O)CSc2nnnn2-c2ccc(OC)cc2)n1	5%	?	?
CCN(CC)S(=O)(=O)c1ccc(-c2nnc(SCC(=O)Nc3ccc4c(c3)OCO4)o2)cc1	5%	?	2%
CCCOc1ccc(C(=O)c2nc3c(n2O)CCCCC3)cc1	6%	-26%	?

# Results in TDP1 cell CPT, for some of the entries so far:
Structure	TDP1 cell CPT
CCN(CC)c1ccc(NC(=O)c2cncc(Br)c2)cc1	?
O=C(CSc1nc(-c2ccc(Cl)cc2)[nH]c(=O)n1)Nc1cccc(Cl)c1	-19%
CCOc1cc(/C=C2\NC(=O)NC2=O)cc([N+](=O)[O-])c1O	1%
Cc1ccc(-c2nc(CS(=O)CC(=O)NCCC(C)C)c(C)o2)cc1 (centres undefined)	?
CC(C(=O)N1CCOCC1)c1ccc([N+](=O)[O-])cc1 (centres undefined)	-1%
O=C(NCn1ccc(=O)[nH]c1=S)c1ccccc1	0%

# Continued.
Molecule	TDP1 inh	TDP1 cell CPT	DT40 TDP1 no CPT
CCOC(=O)C(C#N)(Cc1ccc2ccccc2n1)Cc1ccc2ccccc2n1	nt	?	?
O=C(NC(=S)Nc1ccc2oc(=O)ccc2c1)c1cc2ccccc2o1	1%	-4%	-21%
COc1ccc(CNc2ccnc(-c3ccccc3C(F)(F)F)n2)c(OC)c1	6%[56.1 µM]	?	?
CC(=O)N/N=c1\sc2ccccc2n1C	5%	10%	9%
CN(C)c1nc(-c2ccccc2)c2cnn(Cc3ccccc3)c2n1	16µM*	?	-15%
Cc1ccc(NC(=O)CCSc2ccccn2)cc1	0%	1%	5%
COc1ccc(NC(=O)C23CC4CC(C2)CC(n2cnc(Br)n2)(C4)C3)c(OC)c1	6%	?	?
COc1ccc2c(c1OC)C(=O)N(c1ccc3c(c1)CCC3)C2=O	3%	2%	-4%
CCOc1ccc(C(=O)Nc2cccc3cccnc23)cc1	nt	-20%	-8%
Cc1cn(CC(=O)NCC(c2ccccc2)c2ccccc2)c(=O)[nH]c1=O	nt	-9%	-11%
CCN1CCN(c2nc(NCCO)c3ccccc3n2)CC1	4%	3%	1%
CCOc1ccc(S(=O)(=O)/N=C(/Nc2ccc(S(N)(=O)=O)cc2)c2ccccc2)cc1	0%	?	?
Cc1ccc(S(=O)(=O)N2CCC(C(=O)O)CC2)cc1C(=O)O	0%	-4%	1%
O=C(NCc1ccccc1)c1ccc(S(=O)(=O)N2CCCC2)cc1	2%	-6%	10%
Cc1cc(OCC(=O)Nc2ncn[nH]2)ccc1Cl	-8%	-12%&-11%	1%&-8%
Cc1ccc(-c2ccc(C#N)c(=O)n2CC(=O)N(C)C)cc1	4%	-11%	?
CCOC(=O)N1CCN(C(=O)C[C@@H]2C[C@@]3(C(=O)OCC)CCCC=C3N(CCC3=CCCCC3)C2=O)CC1	nt	?	16µM*
CC(=C/c1ccc(C(C)C)cc1)/C=N/NC(=O)c1ccncc1	4%	?	?
C=C[C@@H]1c2cccc(C)c2N(S(=O)(=O)c2ccc(C)cc2)[C@H](c2ccccc2)C1(C#N)S(=O)(=O)c1ccccc1 (some centres undefined)	2%	?	21µM*
COc1ccc(CNC(=O)C2(C)Cc3c(-c4cccc(NC(C)=O)c4)ccnc3O2)cc1OC (centres undefined)	nt	?	18µM*
O=C(c1cccc(S(=O)(=O)N2CCCC2)c1)c1cccc(S(=O)(=O)N2CCCC2)c1	4%	2%	-15%
COc1ccc(S(=O)(=O)NCc2ccccn2)cc1NC(=O)c1ccccc1C	-2%	4.1µM*	4.6µM*
Cc1ccc2nc(N3CCN(C(=O)c4ccco4)CC3)sc2c1	1%	7%	-28%
COc1cccc(-c2nnc(SCC(=O)N3CCC(C)CC3)o2)c1	0%	?	?
Cc1cc(Cl)c2oc(C(=O)N(C)CC3CCOCC3)c(C)c2c1	-1%	?	?
CSc1ccc(CN(C)C(=O)CSCC(=O)Nc2cc(C)on2)cc1	4%	-1%	9%
CC1(C)NC(=O)N(CCCCOc2ccc(Br)cc2Cl)C1=O	2%	?	?
COc1ccc(S(=O)(=O)N(CC(=O)NCc2ccncc2)c2ccc(C)cc2)cc1OC	nt	12%	18%
COc1ccc2[nH]cc(CCNC(=O)c3ccc([N+](=O)[O-])cc3)c2c1	4%	?	?
Cc1ccc(S(=O)(=O)/N=C(\Nc2cccc(C)c2)Nc2nc(C)cc(C)n2)cc1	0%	-16%	?
CCN(CC)S(=O)(=O)c1ccc(NS(=O)(=O)c2cccc(C)c2)cc1	3%	-20%	-20%
CCc1ccccc1NC(=O)c1ccc(NS(C)(=O)=O)cc1	6%	-1%	-15%
COC(=O)[C@H](Cc1ccccc1)NC(=O)N1CCCCC1C (some centres undefined)	-1%	-7%	-9%
C=CCN1C(c2cccc(C(F)(F)F)c2)=CS/C1=C(\C#N)c1nnc(N2CCOCC2)n1-c1ccccc1	nt	23µM*	?
Cc1cc(C(=O)N2CCCC(N3CCN(c4cccc(Cl)c4)CC3)C2)n(C)n1 (centres undefined)	2%	?	?
COc1ccc(OC)c(NC(=O)CSc2nc3ccccc3cc2Cc2ccccc2)c1	8%	?	?
O=C(Nc1ccc2c(c1)OCCO2)c1cccc(S(=O)(=O)N2CCCCC2)c1	8%	-28%	-13%
CC(=O)Nc1cc(-c2ccc(N)cc2)cn2c(-c3cccc(C(F)(F)F)c3)cnc12	nt	16µM*	16µM*
CCOc1ccccc1Nc1ncccc1C(=O)N1CCCC1	8%	-30%	?
Fc1ccccc1N1CCN(c2nc3ccccc3n3nnnc23)CC1	3%	?	?
Cc1ccccc1C(=O)NC(=S)Nc1ccc(N2CCOCC2)cc1	5%	?	-17%
Cc1ccc(C(=O)OCC(=O)Nc2ccc(S(N)(=O)=O)cc2)c(O)c1	-1%	-13%	-4%
Cc1cccc(CN2CCN(c3ccccn3)CC2)c1	nt	3%	-7%
Cc1noc(C)c1S(=O)(=O)NCCc1csc2nc(-c3ccc(Cl)cc3)nn12	3%	23µM*	12µM*
CCOC(=O)C1(Cc2ccccc2)CCCN(Cc2ccccn2)C1 (centres undefined)	1%	?	?

# 3 entries already listed, ordered by number of heavy atoms, descending:
Molecule	TDP1 inh	TDP1 cell CPT	DT40 TDP1 no CPT
CC(=O)Nc1cc(-c2ccc(N)cc2)cn2c(-c3cccc(C(F)(F)F)c3)cnc12	nt	16µM*	16µM*
O=C(Nc1ccc2c(c1)OCCO2)c1cccc(S(=O)(=O)N2CCCCC2)c1	8%	-28%	-13%
CCOc1ccccc1Nc1ncccc1C(=O)N1CCCC1	8%	-30%	?

# (more compounds)
Molecule	TDP1 inh	TDP1 cell CPT	DT40 TDP1 no CPT
Cn1c(=O)c2cc(NC(=O)CCc3ccccc3)ccc2n1Cc1cccc(C(F)(F)F)c1	nt	16µM*	13µM*
CC(C)NC(=O)Cn1nnc(-c2ccccc2)c1COc1ccc2ccccc2c1	nt	15µM*	?
O=C(COc1cccnc1[N+](=O)[O-])NCCc1ccc(Cl)cc1Cl	2%	-6%	?
CC1(Oc2cnc(Cl)c3ccccc23)CCN(Cc2ccc(OC(F)(F)F)cc2)C1 (centres undefined)	nt	?	?
O=C(CN1C(=O)S/C(=C\c2ccccn2)C1=O)Nc1ccc(F)cc1	3%	-14%	10%
COc1ccc(CCNC(=O)c2c[nH]c3ccccc3c2=O)cc1OC	5%	?	?
O=C(C1=C(O)C(=O)N(CCc2ccccc2)C1c1ccncc1)c1cc2ccccc2o1 (centres undefined)	-8%	18%	-8%
CCc1ccc(OCCSc2nc3ccccc3n2CCC(=O)O)cc1	nt	-27%	-22%
CCN(C(=O)Cn1c(=O)oc2ccccc21)c1c(N)n(Cc2ccccc2)c(=O)[nH]c1=O	-11%	5%	-1%
Cc1ccc(CNC(=O)c2ccc(CS(=O)(=O)c3ccccc3C)o2)cc1	2%&-1%	?	?
CS(=O)(=O)N(CC(=O)NCCSCc1cccc(Cl)c1)c1ccccc1F	nt	-8%	?
COc1ccc(C(CNC(=O)c2cccc(S(=O)(=O)N(C)c3ccccc3)c2)N2CCCC2)cc1 (centres undefined)	1%	?	4.1µM*
Cc1cccc(NC(=O)CC2C(=O)NCCN2C(=S)Nc2ccccc2)c1 (centres undefined)	-2%	-1%	-1%
CC(=O)c1c(C)oc2ccc(N(C(C)=O)S(=O)(=O)c3ccc(Br)cc3)cc12	nt	?	?
CCN1CCN(S(=O)(=O)c2ccc(S(=O)(=O)NCC3CCCO3)cc2)CC1 (centres undefined)	2%	3%	-2%
CCCC#Cc1cnc2c(c1)C(=O)N([C@H](C)CO)C[C@@H](C)[C@@H](CN(C)C(=O)Nc1cccc(F)c1)O2	nt	?	?
O=C(/C=C(\O)c1ccc(Cl)cc1)C(=O)NNC(=O)C(O)(c1ccccc1)c1ccccc1	4%	?	?
Cc1ccc2nc(NC(=O)COC(=O)c3cccnc3)sc2c1	1%	-30%	-21%
CC(C(=O)Nc1cc(C(F)(F)F)ccc1Cl)n1nnc2sc3c(c2c1=O)CCCC3 (centres undefined)	2%	23µM*	16µM*
CC(C)(C)OC(=O)N1CCN(C(=O)c2[nH]cnc2C(=O)Nc2ccon2)CC1	0%	-3%	-16%
CCN(CC)N=Nc1ccc(S(=O)(=O)N2CCSC2C(=O)O)cc1 (centres undefined)	5%	4%	2%
Cc1ccc(Sc2ccc(C(=O)N3CCOCC3)cc2[N+](=O)[O-])cc1	nt	?	?
CC1CC(C)CN(C(=O)COC(=O)c2nn(C)c(=O)c3ccccc23)C1 (centres undefined)	nt	-2%	-10%
CCCCS/C(N)=N/N=C/c1ccccc1O	9%	?	?
CCOC(=O)COc1ccc2c(=O)c(-c3ccccc3OC)coc2c1	0%	4%	-11%
Cc1ccsc1/C=N/NC(=O)CNC(=O)c1ccc(S(=O)(=O)N2CCOCC2)cc1	-5%	-5%	-2%
O=C(Nc1ccncc1)OCc1ccccc1	nt	?	21µM*
CCc1ccc2c(c1)c(=O)c(S(=O)(=O)c1ccccc1)cn2CC(=O)Nc1ccc(OC)cc1	6%	-11%	0%
COc1ccc(NC(=O)OCC(C)C)cc1OC	7%	-26%	-8%
COCc1[nH][nH]c(=O)c1C=NCC(=O)OC	-4%	2%	8%
Cc1cn([C@H]2C[C@H](O)[C@@H](CNC(=O)[C@H](N)C3CC3)O2)c(=O)[nH]c1=O	nt	-12%	11%
Cc1ccc(-c2cc3nc(-c4ccccc4)cc(N)n3n2)cc1	3%	-15%	6%
COc1ccc(NC(=S)NC(NC(C)=O)C(Cl)(Cl)Cl)c([N+](=O)[O-])c1 (centres undefined)	1%	3%	-19%
Cc1cccc(Nc2nc(CC(=O)O)cs2)c1	10%	-3%	-25%
O=C(c1ccc(C(F)(F)F)n(Cc2ccc(Cl)cc2)c1=O)N1CCOCC1	nt	?	-29%
CC(C)c1cc(Br)ccc1OCCN1C(=O)NC(C)(C)C1=O	0%	-23%	-14%
CN(C)C(=O)CSc1ncccc1-c1nc2ccccc2[nH]1	2%	-1%	-10%

# Rows were taken by chance; 18% or so of the library scored in one or more.
